HepG2 tox: HepG2 cytotoxicity, counter-screen for TGF-b inhibitors. AID 588856. HepG2 CAGA-GFP viability, ATP luminescence, 18 h. 410,000 compounds, 0.76% hits. Potency, µM (highest dose often 46.1 µM), without a hit: top-dose activity change, negative = cytotoxicity, actives largely listed as cytotoxic; further: potency means the concentration at half of the fitted maximal effect; some results filed as inactive show a strong effect at the top dose
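HepG2 CAGA-GFP cells (1000/well, DMEM with 1% FBS) received compound, then TGF-beta at 500 pg/mL final, and were incubated 18 hours at 37 degrees C. Viability was read by CellTiter-Glo luminescence. Media-only wells were set as complete cell-killing and DMSO as no toxicity.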
Nrf2 ARE act: activates Nrf2 signaling; AREc32 ARE-luciferase reporter (MCF7-derived line), luminescence, 24 h; Potency, µM (top dose mostly 46.1 µM), without a hit: at the top dose activation, actives largely listed as activators; 410,000 compounds, 0.31% hits; further: potency means the concentration at half of the fitted maximal effect; % of control where 0% means no effect; nearly all actives have a fitted effect of over 65% in size
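ARE activation measured as luciferase luminescence (Steady-Glo, 30 min RT) in AREc32_Fluc cells after 24 hr compound exposure at 37 deg C, 5% CO2; cells seeded overnight at 1000/well in OPTI-MEM, 5% FBS.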
Akt phos inh: blocks phosphorylation of Akt. activity change, % for hits at 50 µM. 360,000 compounds, 0.32% hits. Neuro2A IGF-stimulated pAkt S473 HTRF, 20 min; active compounds read low; in the data active means activity change below about -80%; inconclusive means mostly about -51% to -80%; further: on the % scale 0 is the no-effect control and ±100 the full control effect
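Neuro2A cells in DMEM with 0.5% FBS, overnight at 37 deg C, given compound at single 50 µM final, then IGF (6 nM final) for 20 min at 37 deg C. Lysed; phospho-Akt Ser473 by HTRF after 24 h, 665/615 ratio.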
TGFb SMAD3 inh: inhibitors of TGF-b signaling | Potency, µM (top dose mostly 46.1 µM), for the others: at the highest dose activity, negative = inhibition, hits mostly inhibitors | 410,000 compounds, 1.2% hits | HepG2 CAGA-GFP TGF-b/SMAD3 reporter, GFP fluorescence, 18 h; TGF-beta stimulated, 500 pg/mL final; further: potency means the concentration at half of the fitted maximal effect; on the % scale 0 is the no-effect control and ±100 the full control effect; nearly all actives have a fitted effect of over 65% in size
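GFP signal (ex488/em500-530) from TGF-beta-stimulated HEPG2 CAGA-GFP cells, 500 pg/mL final, 18 h at 37 degrees C in DMEM plus 1% FBS, normalized to unstimulated and DMSO-stimulated controls.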
A549 tox: kills or reduces viability of A549 cells in Nrf2 counter-screen | 390,000 compounds, 0.16% hits | A549 ARE-Fluc cells, CellTiter-Fluor viability, 18-24 h | Potency, µM (top dose mostly 46 µM), for inactives: top-dose activity change, negative = cytotoxicity, hits mostly inhibitors; further: potency means the concentration at half of the fitted maximal effect; on the % scale 0 is the no-effect control and ±100 the full control effect
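Cytotoxicity counterscreen: CellTiter-Fluor fluorescence was measured in A549 ARE_Fluc cells after 18-24 h of compound exposure in a concentration series. The subsequent BugLite luminescent read reports ARE-luciferase activity.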
CCT chaperon mod: modulators of cytosolic chaperonin (CCT/TRiC) activity. purified chaperonin ATPase assay, HTRF ADP detection, 30 min. activity change, % (no concentration beside the values), hits read low. 360,000 compounds, 0.3% hits. AID 651819; in the data active means activity change below about -30%; further: on the % scale 0 is the no-effect control and ±100 the full control effect
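First, chaperonin was dispensed at 40 nM or 20 nM final depending on batch activity. Next, compounds were pinned at 76 uM and ATP added at 10 uM. After 30 min at 37 °C, ADP detection reagents ran 30 min at ambient temperature.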
MmCpn inh: inhibitors of Methanococcus maripaludis chaperonin (MmCpn); purified Mm-Cpn ATPase, ADP Transcreener TR-FRET; Potency, µM (top dose mostly 76.9 µM), without a hit: at the highest dose activity, negative = inhibition, actives largely listed as inhibitors; 330,000 compounds, 0.031% hits; AID 504842; further: potency means the concentration at half of the fitted maximal effect; on the % scale 0 is the no-effect control and ±100 the full control effect; nearly all actives have a fitted effect of over 80% in size
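Quantitative HTS used 25 nM Mm-CPN and 10 uM ATP in magnesium/KCl Tris buffer, pH 7.4, with 1 mM DTT. Hydrolysis ran 30 min at 37°C; ADP was read by HTRF.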
Nrf2 inh: blocks Nrf2 signaling; A549 ARE-Fluc reporter, luciferase luminescence, 18-24 h; Potency, µM (series often up to 46 µM), for the others: at the top dose activity change, negative = inhibition, usual class: inhibitors; 360,000 compounds, 2.1% hits; AID 504444; further: potency means the concentration at half of the fitted maximal effect; on the % scale 0 is the no-effect control and ±100 the full control effect; nearly all actives have a fitted effect of over 60% in size
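A549 ARE_Fluc cells (5000/well, 5% FBS OPTI-MEM) pre-incubated 2 h, then treated with compounds 18-24 h at 37C/5% CO2 in concentration-response. CellTiter-Fluor viability read first; BugLite luciferase luminescence after 15 min at room temperature gives Nrf2 activity.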
Abeta yeast res: restores growth of yeast expressing A-beta42 peptide | AID 1347071 | Potency, µM (doses to about 46.1 µM), for inactives: at the top dose growth rescue, most hits filed as activators | 410,000 compounds, 0.063% hits | yeast expressing A-beta42, growth rescue, OD600, 48 h; response scale: 0% DMSO, 100% iron-clioquinol control; further: potency means the concentration at half of the fitted maximal effect; nearly all actives have a fitted effect of over 55% in size
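Yeast growth medium received pinned compounds, then yeast cells expressing toxic A-beta were added; plates incubated at 30 C for 48 hr. Growth read as absorbance at 600 nm, normalized to DMSO and equimolar FeCl3 plus clioquinol controls.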
An asterisk follows results filed as active; i = inactive; ? = inconclusive; . = not tested or not shown; & = joins results of further samples; [ ] = dose if it differs, or a comment. Unless noted, the call rests on the fitted dose curve; in most records, active means well fitted curve in the direction sought with a large enough effect; inconclusive means small, poorly fitted or top-dose-only effect, or another doubt; inactive means no such curve, though single readings can be large; an effect the other way counts as inactive or inconclusive.

no. | smiles | HepG2 tox | Nrf2 ARE act | Akt phos inh | TGFb SMAD3 inh | A549 tox
1 | CCOc1ccc(NC(=O)C2CCN(C(=O)NCc3ccccc3)CC2)cc1 | -20.2% | -0.7% | i | 3.4% | -2.2%
2 | CN(C(=O)COC(=O)c1ccccc1Nc1ccccc1)c1c(N)n(Cc2ccccc2)c(=O)[nH]c1=O | 14.4% | 0.5% | i | ? | -21.2%
3 | CC(C(=O)N1CCC(C(N)=O)CC1)N(c1ccc(Oc2ccccc2)cc1)S(C)(=O)=O (stereo not given) | -13.1% | -0.9% | i | -7.9% | 11.4%
4 | COc1ccccc1S(=O)(=O)N(C)C[C@@H]1OCc2cnnn2CCCC(=O)N([C@H](C)CO)C[C@@H]1C | -3.4% | -0.5% | i | -0.9% | .
5 | CSc1sc(-c2ccnc(SCCS(C)(=O)=O)n2)c(-c2ccccc2)c1C#N | 9.5% | 2.2% | i | -8.8% | 1.7%
6 | COc1ccc(NC(=O)COC(=O)Cc2ccc(-c3ccccc3)cc2)c(OC)c1 | 5.8% | 0.0% | i | 6.4% | -0.8%
7 | CCN(CC)S(=O)(=O)c1cccc(C(=O)Nc2ccccc2C(=O)N2CCOCC2)c1 | -3.2% | -0.6% | i | 0.0% | -3.7%
8 | Cc1cc(NC(=O)COC(=O)[C@H](Cc2ccccc2)NC(=O)c2ccco2)no1 | 17.5% | -0.2% | i | 4.5% | -3.3%
9 | O=C(N/N=C/c1ccc(O)cc1)c1ccncc1 | -30.8% | 0.5% | i | 3.0% | 4.4%
10 | CCCCC(=O)N1CCN(c2nc3ccc(Br)cc3s2)CC1 | -16.6% | 0.3% | i | -22.0% | -10.2%
11 | O=C(Cc1ccccc1)N(Cc1cccnc1)c1nc2ccc(F)cc2s1 | -33.4% | 3.8% | . | ? | -5.8%
12 | CCN(CC)c1ccc(S(=O)(=O)N2CCOCC2)cc1NC(=O)CSc1ccccc1 | -1.7% | 2.1% | i | -7.4% | 0.3%
13 | O=C(CSc1nc(-c2ccccc2)cc(C(F)(F)F)n1)NCc1cccs1 | 7.5% | -0.2% | i | -8.7% | 0.5%
14 | CC(=O)N1CCN(C(=O)COC(=O)COc2c(C)cc(C)cc2C)CC1 | -3.6% | 0.0% | i | 2.6% | 0.6%
15 | COc1ccc(CCNC(=O)c2cccc(Nc3nc4ccccc4nc3-n3nc(C)cc3C)c2)cc1OC | 57.2% | 0.0% | . | 45.2%[activator] | 3.2%

no. | CCT chaperon mod | MmCpn inh | Nrf2 inh | Abeta yeast res
1 | 1.0 | 2.6% | 2.0% | 14.8%
2 | -2.4 | -1.3% | ? | -3.9%
3 | -2.5 | -0.1% | . | -9.0%
4 | -1.5 | . | . | 1.8%
5 | -5.7 | -5.4% | -5.4% | 9.7%
6 | -2.0 | -3.7% | 4.3% | 5.1%
7 | -4.3 | -0.7% | 8.5% | ?
8 | -0.2 | . | 4.7% | 7.5%
9 | 0.9 | 0.5% | 9.1% | -4.3%
10 | -1.3 | -0.8% | ? | -2.0%
11 | . | . | . | -35.2%[inhibitor]
12 | -5.3 | -1.3% | -15.3% | 2.4%
13 | 1.1 | -1.3% | -1.5% | 0.0%
14 | 0.1 | -1.2% | 17.2% | -3.8%
15 | . | . | 13.5% | -16.6%

Part of the list above, in transposed form:
7. CCN(CC)S(=O)(=O)c1cccc(C(=O)Nc2ccccc2C(=O)N2CCOCC2)c1
8. Cc1cc(NC(=O)COC(=O)[C@H](Cc2ccccc2)NC(=O)c2ccco2)no1
9. O=C(N/N=C/c1ccc(O)cc1)c1ccncc1
10. CCCCC(=O)N1CCN(c2nc3ccc(Br)cc3s2)CC1

Screen / compound no.	7	8	9	10
HepG2 tox	-3.2%	17.5%	-30.8%	-16.6%
Nrf2 ARE act	-0.6%	-0.2%	0.5%	0.3%
Akt phos inh	i	i	i	i
TGFb SMAD3 inh	0.0%	4.5%	3.0%	-22.0%
A549 tox	-3.7%	-3.3%	4.4%	-10.2%
CCT chaperon mod	-4.3	-0.2	0.9	-1.3
MmCpn inh	-0.7%	.	0.5%	-0.8%
Nrf2 inh	8.5%	4.7%	9.1%	?
Abeta yeast res	?	7.5%	-4.3%	-2.0%

The results go on:
no. | smiles | HepG2 tox | Nrf2 ARE act | Akt phos inh | TGFb SMAD3 inh | A549 tox
16 | CC(=O)C1=C(c2ccc(C)cc2)N(C(C)=O)n2c(nnc2C2CCCCC2)S1 | 5.6% | 0.2% | . | 42.1%[activator] | ?
17 | CC(C)(C)c1ccc(-c2nc3cc(NC(=O)c4cc5ccccc5o4)ccc3o2)cc1 | 2.4% | -0.3% | . | -3.0% | 9.8%
18 | CCC(C)Sc1cc(-c2nc3ccc(Cl)cn3c2NC2CCCCC2)ccc1OC (stereo not given) | -11.1% | 0.0%&2.9% | i | ? | -16.5%
19 | CCc1ccccc1NC(=O)CSc1nnc(Cn2cnc3ccccc32)o1 | -2.0% | -0.2% | i | 9.5% | 8.4%
20 | COc1ccc(CC(=O)Nc2c3c(nn2C(C)(C)C)CS(=O)(=O)C3)cc1OC | 11.4% | -1.1% | i | 10.1% | -0.4%
21 | CC1(C)CC(=O)C2=C(C1)OC(N)=C(C#N)C2c1cccs1 (stereo not given) | -16.1% | 3.4% | i | ? | 0.5%
22 | COc1ccc(N2Cc3cccc(C(=O)Nc4ccc(C)cc4)c3C2=O)cc1 | -14.1% | 0.5% | . | -17.0% | -2.5%

no. | CCT chaperon mod | MmCpn inh | Nrf2 inh | Abeta yeast res
16 | . | . | . | -10.5%
17 | . | . | ? | -14.5%
18 | -1.8&-0.5 | -2.7% | ? | -3.9%&3.4%
19 | -3.4 | 0.6% | . | 13.6%
20 | 1.3 | 0.4% | -3.3% | 11.5%
21 | 2.0 | 0.4% | 5.3% | 2.7%
22 | . | . | ? | 9.9%

Assay outcomes (PubChem BioAssay)
